FLuc counter = qHTS profiling assay for firefly luciferase inhibitor/activator using purifed enzyme and Km concentrations of substrates (counterscreen for miR-21 project); purified FLuc, Km substrates, luminescence inhibition; Luciferin 4-monooxygenase (Photinus pyralis), P08659; actives 6.9% (n = 360,000); Potency, µM (series often up to 57.5 µM), for inactives: top-dose activity change, negative = inhibition, usual class: inhibitors;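 further: potency means the concentration at half of the fitted maximal effect; plate controls were vehicle for no effect and reference inhibitor for full effect; nearly all actives have a fitted effect of over 55% in size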
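Biochemical qHTS of compounds, final roughly 60 µM downward over six points, against 10 nM purified firefly luciferase using Km concentrations of substrates (10 uM D-luciferin, 10 uM ATP) in Tris acetate pH 7.5 buffer; luminescence output.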
RORgamma inh = qHTS for inhibitors of ROR gamma transcriptional activity; Drosophila S2 Gal4-RORgamma UAS-luciferase reporter, 20 h; Nuclear receptor ROR-gamma (Mus musculus), P51450; actives 5.4% (n = 310,000); Potency, µM (top dose mostly 53.6 µM), without a hit: at the top dose activity change, negative = inhibition, usual class: inhibitors; AID 2551, 2010; further: potency means the concentration at half of the fitted maximal effect; on the % scale 0 is the no-effect control and ±100 the full control effect; nearly all actives have a fitted effect of over 60% in size
Target sequence (P51450 whole entry, looked up, the tested form may be a part): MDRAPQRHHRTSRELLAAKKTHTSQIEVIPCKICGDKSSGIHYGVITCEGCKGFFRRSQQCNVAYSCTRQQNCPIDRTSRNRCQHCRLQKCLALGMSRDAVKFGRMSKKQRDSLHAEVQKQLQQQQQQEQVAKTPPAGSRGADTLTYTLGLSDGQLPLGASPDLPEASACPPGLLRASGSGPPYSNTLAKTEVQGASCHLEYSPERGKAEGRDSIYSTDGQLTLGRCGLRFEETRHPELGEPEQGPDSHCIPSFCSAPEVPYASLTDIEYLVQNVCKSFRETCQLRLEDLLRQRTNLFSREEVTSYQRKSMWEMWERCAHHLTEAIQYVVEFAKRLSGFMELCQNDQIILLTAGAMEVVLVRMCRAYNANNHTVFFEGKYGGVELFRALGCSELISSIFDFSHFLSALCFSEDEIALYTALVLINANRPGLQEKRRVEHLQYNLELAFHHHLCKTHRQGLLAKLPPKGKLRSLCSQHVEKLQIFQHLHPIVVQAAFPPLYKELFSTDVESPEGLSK
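Stable Schneider cell line, Gal4 DNA-binding domain fused to ROR gamma, UAS-luciferase. Cmpd 1 hr RT → CuSO4 700 uM final → 20 hr RT → luciferase reagent 10 min → luminescence.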
ELG1 genotox = qHTS screen for small molecules that induce genotoxicity in human embryonic kidney (HEK293T) cells expressing luciferase-tagged ELG1 | HEK293T ELG1-luciferase reporter, luminescence, 16 h | Potency, µM (doses to about 46 µM), without a hit: at the highest dose activity change, positive = activation, usual class: activators | actives 1.3% (n = 330,000); further: potency means the concentration at half of the fitted maximal effect; % of control where 0% means no effect; nearly all actives have a fitted effect of over 60% in size
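Quantitative HTS format in 1536-well plates. HEK293T ELG1-luciferase reporter cells receive test compound and are incubated 16 hr at 37 °C, 5% CO2; ONE-Glo added, 30 min room temperature, then luminescence read.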
BRCA1 expr act = qHTS Assay to Identify Small Molecule Activators of BRCA1 Expression; MCF7-BRCA1-FFLuc reporter, luminescence, 48 h; response scale: scaled: vehicle 0%, 10 µM genistein 100%; Potency, µM (titrated, usually from 46.1 µM), inactives show at the highest dose activation, hits mostly activators; actives 1.1% (n = 380,000); further: potency means the concentration at half of the fitted maximal effect; nearly all actives have a fitted effect of over 80% in size; some results filed as inactive show a strong effect at the top dose
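Luminescence from a BRCA1-driven firefly luciferase in MCF7 cells was read after 48 h compound exposure at 37 C. Data normalized against DMSO and a 10microM genistein activation control, then curve-fitted across the titration.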
Menin-MLL TR inh = qHTS Assay for Inhibitors Targeting the Menin-MLL Interaction in MLL Related Leukemias: Competition With Texas Red Labeled MLL-derived Mutant Peptide; O00255; Menin + Texas Red MLL mutant peptide, fluorescence polarization; Potency, µM (titrated, usually from 61.6 µM), for the others: at the top dose FP activity change, negative = inhibition, most hits filed as inhibitors; actives 0.23% (n = 270,000); AID 1768, 2009; active means well fitted inhibition curve with a large enough effect in the polarisation, with a control signal flat, not every such curve was filed as active; inconclusive means small, poorly fitted or top-dose-only effect, or effect the other way, or a change in a side signal; inactive means no such curve, though single readings can be large or run the other way; the % refers to the polarisation; further: potency means the concentration at half of the fitted maximal effect; % of control where 0% means no effect; many of its hits are not listed in these tables
VP16 counter = VP16 counterscreen qHTS for inhibitors of ROR gamma transcriptional activity | AID 2546, 2010 | actives 3.5% (n = 310,000) | Drosophila S2 Gal4-VP16 UAS-luciferase, luminescence, 20 h | Potency, µM (titrated, usually from 53.6 µM), for inactives: at the highest dose activity, negative = inhibition, most hits filed as inhibitors;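 further: Gal4-VP16 expression switched on by copper sulfate through the metallothionein promoter; potency means the concentration at half of the fitted maximal effect; on the % scale 0 is the no-effect control and ±100 the full control effect; nearly all actives have a fitted effect of over 50% in size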
Giardia killer = Small Molecules that selectively kill Giardia lamblia: qHTS. activity change, % at 7.66 µM, hits read low. Giardia lamblia trophozoite viability. AID 540267, 2011. actives 0.15% (n = 340,000); in the data active means activity change below about -80%; inconclusive means between about -30% and that limit;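 further: parasites exposed to compound for two days anaerobically before the ATP read; on the % scale 0 is the no-effect control and ±100 the full control effect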
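Anaerobic 48 hrs incubation at 37 deg C of 100 trophozoites/well with test compounds; ATPLite 1-Step luminescence, 15-30 min RT, reports cellular ATP as viability.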
NPC1 prom act = qHTS Assay for NPC1 Promoter Activators; Huh7 NPC1 promoter luciferase reporter, 24 h; Potency, µM (doses to about 9.22 µM), for the others: at the highest dose activation, usual class: activators; actives 2.4% (n = 320,000); AID 485313, 2010;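 further: potency means the concentration at half of the fitted maximal effect; % of control where 0% means no effect; nearly all actives have a fitted effect of over 60% in size; reporter is driven by a mutant NPC1 promoter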
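Huh7 cells stably carrying NPC1 promoter–luciferase, plated in Opti-MEM with 10% FBS for 2 h, were exposed to compound in DMSO for 24 h at 37 °C; luciferase reagent was added for 10 min and luminescence read.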
Rab9 promoter act = qHTS Assay for Rab9 Promoter Activators. Huh7 Rab9 promoter-luciferase reporter, luminescence, 24 h. Potency, µM (series often up to 9.22 µM), for the others: top-dose activation, negative = inhibition, actives largely listed as activators. actives 2.8% (n = 320,000). AID 485297, 2010; further: potency means the concentration at half of the fitted maximal effect; % of control where 0% means no effect; nearly all actives have a fitted effect of over 60% in size
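Quantitative HTS format; Huh7 Rab9-luciferase reporter cells (1500/well) receive compound 2 h post-plating, incubate 24 h at 37 °C, then get luciferase reagent for 10 min before luminescence reading.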
p53 reactivation = qHTS assay for re-activators of p53 using a Luc reporter; H1299 p53-A138V BP100-luciferase reporter, luminescence, 24 h; Potency, µM (series often up to 92.2 µM), without a hit: at the top dose activity change, positive = activation, usual class: activators; actives 0.063% (n = 320,000); AID 504706, 2011; further: potency means the concentration at half of the fitted maximal effect; % of control where 0% means no effect; nearly all actives have a fitted effect of over 45% in size
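p53-null H1299 cells stably carrying temperature-sensitive p53-A138V and a BP100-luciferase reporter were pinned with compounds (4-point, 1:5 series) and held 24 hrs at 37 deg C. Luminescence was read 10 min after detection reagent.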
PKM2 act = qHTS Assay for Activators of Human Muscle isoform 2 Pyruvate Kinase. Pyruvate kinase PKM (Homo sapiens), P14618. Potency, µM (highest dose often 57.5 µM), for inactives: at the highest dose activation, usual class: activators. actives 0.34% (n = 260,000). purified PKM2, Kinase-Glo ATP luminescence, activation; response scale: 0% is enzyme alone, no compound. AID 1631, 2009; further: potency means the concentration at half of the fitted maximal effect; on the % scale 0 is the no-effect control and ±100 the full control effect; nearly all actives have a fitted effect of over 55% in size
Target sequence (P14618 whole entry, looked up, canonical isoform): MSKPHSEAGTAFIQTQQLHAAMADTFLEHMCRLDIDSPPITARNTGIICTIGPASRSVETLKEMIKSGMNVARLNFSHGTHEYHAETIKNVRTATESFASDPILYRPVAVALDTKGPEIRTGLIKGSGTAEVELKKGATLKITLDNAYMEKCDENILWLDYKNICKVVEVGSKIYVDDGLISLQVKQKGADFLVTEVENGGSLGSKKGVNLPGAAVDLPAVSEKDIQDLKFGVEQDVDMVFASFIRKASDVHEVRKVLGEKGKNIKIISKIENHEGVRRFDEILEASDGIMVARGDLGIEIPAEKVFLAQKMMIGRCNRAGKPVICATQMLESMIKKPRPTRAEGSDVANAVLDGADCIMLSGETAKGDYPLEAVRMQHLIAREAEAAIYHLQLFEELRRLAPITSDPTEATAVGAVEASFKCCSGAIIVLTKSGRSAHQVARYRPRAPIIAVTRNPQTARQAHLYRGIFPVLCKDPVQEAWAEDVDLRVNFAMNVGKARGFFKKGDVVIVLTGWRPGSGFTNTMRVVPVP
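Purified hPK-M2 (>95% pure) converted ADP (0.1 mM final) to ATP with 0.5 mM PEP in 50 mM imidazole pH7.2, KCl, MgCl2, Tween 20, BSA; 1 h at room temperature. ATP detected by Kinase-Glo luminescence.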
* = called active by the depositor; ? = inconclusive; nt = no result given; [ ] = remark or other dose. Unless noted, the call rests on the fitted dose curve; in most records, active means well fitted curve in the direction sought with a large enough effect; inconclusive means small, poorly fitted or top-dose-only effect, or another doubt; inactive means no such curve, though single readings can be large; an effect the other way counts as inactive or inconclusive. A portion of the library; count on the stated rates, not on these rows.

SMILES	FLuc counter	RORgamma inh	ELG1 genotox	BRCA1 expr act	Menin-MLL TR inh	VP16 counter	Giardia killer	NPC1 prom act	Rab9 promoter act	p53 reactivation	PKM2 act
COc1ccc(C(=O)NC(=O)COC(=O)c2ccc(C)o2)cc1	-3%	nt	0%	-8%	nt	nt	-1	-4%	1%	9%	nt
C=CCN1C2CCCC1CC(NC(=O)Nc1cc(C)cc(C)c1)C2 (stereo not drawn)	0%	-10%	-5%	-40%	-4%	-6%	-2	1%	1%	-3%	-10%
O=[N+]([O-])c1cccc(Nc2c([N+](=O)[O-])ccc3nonc23)c1	-1%	-15%	0%	-37%	?	0%	-1	-6%	0%	5%	nt
Cc1sc(NC(=O)C2CCCCC2C(=O)O)c(C(N)=O)c1-c1ccc(C(C)(C)C)cc1 (stereo not drawn)	?	?	3%	12%	16%	-8%	6	19%	16%	-2%	-3%
C/C(CC(=O)Nc1cccnc1)=N\NC(=O)C(=O)Nc1cccc(C)c1	?	-8%	5%	-9%	3%	-4%	-3	9%	2%	8%	-2%
Cc1nc(C)c(-c2ccc(SCC(=O)Nc3ccccc3)nn2)s1	?	4%	-18%	-25%	nt	-8%	-3	1%	-10%	1%	20%
O=C(N/N=C/c1ccc(F)c(F)c1)c1cccc(S(=O)(=O)N2CCCCC2)c1	7%	nt	1%	-6%	nt	nt	6	-4%	-2%	3%	nt
NC(=O)c1ccc(S(=O)(=O)N2CCSCC2)cc1	-2%	6%	0%	10%	14%	-11%	2	1%	-3%	-6%	1%[11.5 µM]
Cn1c(SCc2ccc(F)cc2)nnc1-c1ccccn1	?	-3%	?	4.5µM*	0%	0%	-4	4.5µM*	2.2µM*	?	9%
O=S(=O)(c1ccc(Cl)cc1)N1CCC(N2CCCCCC2)CC1	2%	-17%	-4%	0%	1%	9%	22	-1%	-1%	0%	-5%
CCOC(=O)Cn1cc(/C=N/NC(=O)c2ccc(C#N)cc2F)c2ccccc21	?	?	4%	-4%	9%	4%	-9	-2%	8%	3%	0%
Cc1ccc(NC(=O)CCCn2c(=O)oc3ccccc32)c(O)c1	-3%	23%	16%	19%	nt	22%	2	12%	11%	-8%	1%
COc1cc(OC)cc(C(=O)Nc2cccc(N3CCCC3)c2)c1	?	13%	-8%	-1%	12%	9%	2	0%	13%	0%	14%
COc1ccccc1OCc1ccc(C(=O)c2ccccc2)cc1	?	?	2%	?	0%	5%	16	4%	23%	nt	-1%
Clc1cccc(-c2cc3nc4c(c(N5CCOCC5)n3n2)CCCC4)c1	?	-7%	-2%	32%	-12%	-7%	-7	7%	10%	24%	-1%
Cc1ccc(NC(=S)NC(C)CCc2ccccc2)cc1C (stereo not drawn)	3%	4µM*	-4%	-66%	0%	6.3µM*	-7	-2%	-2%	10%	2%
COc1ccc(N2CCN(C(=O)COC(=O)COc3cccc(C(F)(F)F)c3)CC2)cc1	1%	nt	3%	3%	nt	nt	-10	-2%	-4%	1%	nt
C=CCSc1nc(C)c(CC(=C)C)c(=O)[nH]1	-14%	33%	0%	1%	2%	1%	5	-5%	0%	0%	2%
CCC(C(=O)Nc1cccc(S(=O)(=O)N(C)c2ccccc2)c1)c1ccccc1 (stereo not drawn)	0%	nt	-5%	-61%	nt	nt	-9	-2%	-3%	1%	nt
COc1ccc(C(=O)NCC(=O)OCC(=O)c2ccc3c(c2)NC(=O)CO3)cc1OC	0%	29%	-3%	-2%	-21%	1%	11	-5%	-2%	1%	6%
O=C(NCc1cccnc1)c1sc2ccccc2c1Cl	?	33%	3%	11%	2%	4%	0	5%	0%	0%	0%
CCOC(=O)C1=NN(C(=O)COc2ccccc2)C(O)(c2ccc(Cl)cc2)C1 (stereo not drawn)	-5%	3.5µM*	0%	-18%	-1%	11µM*	-7	-1%	0%	0%	2%
CCCn1c(C)cc(C)c(C#N)c1=O	0%	-4%	0%	1%	-3%	-5%	4	-5%	-4%	-6%	-7%
Cc1c[nH]c2ccccc12	0%	3%	-11%	8%	6%	1%	-9	5%	-1%	8%	nt
CCc1c(C)sc2nc(SCC(=O)Nc3cc(C)on3)n(CCOC)c(=O)c12	1%	17%	1%	-11%	nt	-11%	-8	0%	-1%	1%	-4%
Cc1c(Cl)cnc(NC(=O)CSc2nnc3ccccn23)c1Cl	?	10%	18µM*	?	-15%	-3%	-8	21%	?	?	-4%
O=C1NC(=S)N(c2cccc(Cl)c2)C12CCCCC2	-2%	13µM*	0%	-28%	0%	?	7	1%	-1%	-3%	-3%
Cc1ccc(-n2nc3c(c2NC(=O)CC(C)C)CS(=O)(=O)C3)c(C)c1	-1%	15%	-1%	-8%	16%	0%	-7	-1%	1%	nt	nt
CSc1ccc(CN(C)Cc2nc3cc(C(F)(F)F)ccc3c(=O)[nH]2)cc1	3%	13µM*	-9%	-16%	-2%	?	-1	-8%	0%	-1%	15%
Cc1nn(C(C)C(=O)NCC2CCCO2)c(C)c1[N+](=O)[O-] (stereo not drawn)	-1%	-2%	-3%	-13%	6%	17%	-17	0%	4%	-2%	0%
CC(=O)Nc1ccc(CN2CCN(CC=C(C)C)C(CCO)C2)cc1 (stereo not drawn)	0%	-3%	1%	7%	14%	-4%	11	-2%	1%	1%	-7%
CCn1c(C(C)NS(=O)(=O)c2ccc(Cl)cc2)n[nH]c1=S (stereo not drawn)	-1%	-31%	0%	-17%	2%	0%	6	-2%	10%	-3%	-3%
CNC(=O)CSc1nnc(-c2ccco2)n1-c1cccc(C)c1	6%	?	-5%	-21%	-1%	3%	1	0%	-1%	nt	-3%[11.5 µM]
CCc1ccc(C(=O)COC(=O)CNC(=O)CNC(=O)Cc2ccccc2)cc1	?	-20%	-1%	1%	?	-8%	-17	1%	-2%	-2%	-5%
CN(C(=O)c1cccc(NC(=O)c2cccs2)c1)c1ccccc1	-3%	-16%	0%	-14%	nt	-13%	3	-2%	7%	-7%	1%
CCNC(=O)/C(C#N)=C/c1c(N2CC(C)OC(C)C2)nc2ccccn2c1=O (stereo not drawn)	2%	-8%	-1%	18%	8%	-2%	-3	-4%	2%	-7%	4%
COc1ccc(C(=O)N2CCN(Cc3ccccc3[N+](=O)[O-])CC2)cc1	2%	25%	0%	6%	-6%	10%	-11	0%	-1%	nt	0%
Cc1ccc(-c2nc(N=Nc3ccc(O)cc3)n[nH]2)cc1	8.5µM*	-23%	2%	-22%	11%	2%	1	5%	-9%	?	0%
COc1ccccc1-n1c(C)c(C(=O)O)c2cc(OC)c3ccccc3c21	-1%	3%	-2%	-16%	?	-9%	14	0%	13%	4%	nt
CN(Cc1cnn(C)c1)C(=O)c1ccc(OC2CCN(CCc3ccccc3)CC2)cc1	-1%	7%	-2%	-7%	-19%	3%	2	-6%	-12%	2%	-5%
COC(C(=O)Nc1ccnn1C1CCN(C(=O)c2ccc(C)cc2)CC1)c1ccccc1 (stereo not drawn)	4%	-21%	1%	0%	-10%	6%	14	1%	-4%	-3%	nt
O=C(NCc1ccco1)c1cc2n(n1)C(C(F)(F)F)CC(c1ccc(Br)cc1)N2 (stereo not drawn)	1%	-14%	4%	-36%	11%	?	-1	-1%	0%	-4%	-1%
O=c1oc2ccccc2c(N2CCCC2)c1CN1CCCC1	0%	6%	11%	15%	-2%	-3%	-8	-2%	-9%	0%	0%
COc1cc(/C=C/c2nc(-c3ccccc3O)n[nH]2)cc(OC)c1OC	?	?	-1%	-7%	?	?	-4	13%	3%	?	0%
CCCCCN(C(=O)CCC(=O)OCC(=O)N(C)C1CCCCC1)c1c(N)n(CCCC)c(=O)[nH]c1=O	-2%	nt	1%	-5%	nt	nt	2	-4%	0%	-3%	nt
COc1cc(C(=O)NCCC(=O)NCc2ccc3c(c2)OCO3)cc(OC)c1OC	1%	-13%	2%	1%	-9%	-8%	-9	-3%	-2%	-2%	0%

Screens (PubChem BioAssay)
